Avidin bead fluor: green autofluorescence of compounds with avidin beads – biophysical, 488/530 nm, flow cytometry, artefact control, profiling panel | compound fluorescence 488/530 nm; active compounds read high | fluorescence (KMESF) at 10 µM | 0.38% of 220,000 active; in the data active = fluorescence above about 47; note: inactives centre near 10
ABCG2 inh: ABCG2 efflux pump inhibitors, primary screen, multiplex with ABCB1, IgMXP3 cells, flow cytometry; Broad substrate specificity ATP-binding cassette transporter ABCG2 (Homo sapiens), Q9UNQ0; JC-1 efflux; inhibition, % at 6.6 µM; 0.1% of 190,000 active;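 active = inhibition above 80%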;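 note: 0% = DMSO and 100% = nicardipine control wells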
Target sequence (Q9UNQ0 whole entry, looked up): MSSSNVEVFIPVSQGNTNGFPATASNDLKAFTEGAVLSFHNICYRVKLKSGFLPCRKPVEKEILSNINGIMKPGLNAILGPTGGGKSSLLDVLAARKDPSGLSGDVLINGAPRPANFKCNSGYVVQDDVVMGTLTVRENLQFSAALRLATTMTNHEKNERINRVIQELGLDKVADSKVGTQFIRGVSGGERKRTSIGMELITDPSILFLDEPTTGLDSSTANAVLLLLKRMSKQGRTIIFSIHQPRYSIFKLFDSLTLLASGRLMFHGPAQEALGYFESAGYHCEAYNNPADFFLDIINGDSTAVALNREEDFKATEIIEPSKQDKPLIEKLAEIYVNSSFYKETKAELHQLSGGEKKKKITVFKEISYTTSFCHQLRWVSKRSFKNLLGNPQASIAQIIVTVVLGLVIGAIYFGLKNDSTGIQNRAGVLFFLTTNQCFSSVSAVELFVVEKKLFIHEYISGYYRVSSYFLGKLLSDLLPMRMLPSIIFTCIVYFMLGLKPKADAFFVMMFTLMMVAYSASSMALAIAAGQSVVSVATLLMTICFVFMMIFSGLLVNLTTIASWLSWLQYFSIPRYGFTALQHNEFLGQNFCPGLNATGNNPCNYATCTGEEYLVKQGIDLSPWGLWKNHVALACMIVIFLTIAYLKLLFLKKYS
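Test system: IgMXP3 cells (ABCG2) mixed with DDAO far-red-labelled CCRF-Adr cells (ABCB1). Reagent: JC-1 transporter substrate. Compound dosing: single test compound dose, 6.6 µM final. Times: 10 min compound exposure, 25 °C. Detection: flow cytometry of retained JC-1 fluorescence. Read-out basis: efflux inhibition in percent versus controls. Controls: nicardipine and DMSO wells.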
Rac1 act GTP bind: GTP binding modulators of activated mutant Rac1, primary screen, biochemical, bead-based flow cytometry, multiplex, fluorescent GTP; Ras-related C3 botulinum toxin substrate 1 (Homo sapiens), P63000; GST-Rac1 activated beads; actives lie on both sides; 100% means binding = to untreated wells; percent activity (GTP binding), % at 10 µM; 0.11% of 190,000 active; AID 764, 2007;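 active = GTP binding at least 20 percentage points away from the 100% baseline, in either direction, so actives lie on both sides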
Rac1 wt GTP bind: wildtype Rac1 GTP binding modulators, primary screen, biochemical, GST-Rac1 beads, flow cytometry, multiplex. 0.27% of 190,000 active. GTP binding activity (% of control), % at 10 µM. fluorescent GTP binding; actives lie on both sides; 0 = cold GTP competed, 100 = untreated. AID 757, 2007;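 active = GTP binding activity at least 20 points away from the 100% control level, either lower or higher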
ABCB1 block: ABCB1 efflux pump inhibitors, primary screen, cell-based, multiplex, flow cytometry, ABCG2 counter-screen | CCRF-Adr cells, JC-1 efflux | inhibition, % at 6.6 µM | 0.067% of 190,000 active; in the data active = inhibition above about 40%;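 note: 0% = vehicle and 100% = reference inhibitor; higher value means more JC-1 retained so stronger ABCB1 efflux block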
HRas wt GTP bind: modulators of GTP binding to HRas wildtype, primary screen, biochemical, bead-based flow cytometry, multiplex; GTPase HRas (Homo sapiens), P01112; GST-Ras wt beads, Bodipy-FL-GTP binding; actives lie on both sides; GTP binding activity, % at 10 µM; 0.14% of 190,000 active; AID 759, 2007;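 active = GTP binding activity at least 20% away from the 100% baseline, either lowered as inhibitor or raised as activator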;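 note: 0% = unlabeled GTP competition control and 100% = no-compound control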
Target sequence (P01112 whole entry, looked up): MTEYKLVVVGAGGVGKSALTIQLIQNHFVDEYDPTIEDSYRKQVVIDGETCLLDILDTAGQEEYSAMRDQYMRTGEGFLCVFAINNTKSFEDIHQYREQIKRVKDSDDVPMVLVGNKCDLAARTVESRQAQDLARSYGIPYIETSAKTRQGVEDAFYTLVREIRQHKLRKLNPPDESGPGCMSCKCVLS
Rab2 wt GTP: modulators of GTP binding to Rab2A wildtype, primary screen, biochemical, dog, bead-based flow cytometry, multiplex; Ras-related protein Rab-2A (Canis lupus familiaris), P61105; GST-Rab2 wt beads, Bodipy-GTP binding; GTP binding activity, % at 10 µM; 0.19% of 190,000 active;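 active = GTP binding activity at least 20 points away from 100%, either lowered or raised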;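 note: 0% = beads with excess unlabeled GTP and 100% = no-compound control corrected for plate trend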
Pf gamet viab: late stage P. falciparum gametocyte viability inhibitors, primary screen, ATP luminescence, HTS; 0.065% of 150,000 active; P. falciparum stage V gametocytes, 24 h; inhibition, % at 10.9 µM;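 active = inhibition above the mean plus 3 SD of compounds within the control limits, set per campaign, cut at about 38% in these data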;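 note: 0% = DMSO wells and 100% = medium only without gametocytes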
Mcl1-Noxa inh: Mcl-1/Noxa binding inhibitors, primary screen, biochemical, TR-FRET, 1536-well. Induced myeloid leukemia cell differentiation protein Mcl-1 (Homo sapiens), Q07820. TR-FRET Mcl-1/Noxa peptide binding, 2 h. inhibition, % at 21.7 µM. 1.5% of 220,000 active. AID 1022, 2008;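 active = compounds that cut the protein-peptide binding signal by more than 50% relative to plate controls in a single-dose test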;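 note: His-tagged Mcl-1 with rhodamine Noxa BH3 peptide and terbium anti-His antibody; 0% = Mcl-1 plus Noxa peptide wells and 100% = peptide-only wells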
Rab7 wt GTP bind: modulators of GTP binding to Rab7, primary screen, biochemical, wildtype, multiplex bead flow cytometry. GTP binding activity (percent of control), % at 10 µM. AID 758, 2007. 0.055% of 190,000 active. GST-Rab7 beads, fluorescent GTP binding; actives lie on both sides; untreated = 100%, excess cold GTP = 0%. Rab7 GTPase wild type (dog), Bodipy-FL-GTP binding;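 active = fluorescent GTP binding to Rab7 beads changed by at least 20 points from the 100% baseline, either direction, mostly lower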;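 note: median green fluorescence of bound Bodipy-FL-GTP per Rab7 bead population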
Cdc42 wt: modulators of GTP binding to wildtype Cdc42, primary screen, biochemical, multiplex bead flow cytometry, Bodipy-GTP; Cell division control protein 42 homolog (Homo sapiens), P60953; GST-Cdc42 beads; actives lie on both sides; percent activity (GTP binding), % at 10 µM; 0.2% of 190,000 active; AID 761, 2007;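 active = percent activity GTP binding at least 20 points away from the 100% baseline, either down as inhibitor or up as activator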;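 note: median bead fluorescence of bound Bodipy-FL-GTP at 100 nM; 0% = excess unlabeled GTP control and 100% = no compound control; below 100% means less GTP binding so inhibitor and above means activator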
Target sequence (P60953 whole entry, looked up): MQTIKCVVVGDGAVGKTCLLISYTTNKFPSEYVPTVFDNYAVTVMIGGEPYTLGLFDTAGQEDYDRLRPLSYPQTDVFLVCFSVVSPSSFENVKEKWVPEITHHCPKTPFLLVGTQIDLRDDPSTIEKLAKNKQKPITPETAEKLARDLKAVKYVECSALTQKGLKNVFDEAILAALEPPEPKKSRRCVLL
The depositor's hits bear a star; nt = not tested or not shown.

SMILES | Avidin bead fluor | ABCG2 inh | Rac1 act GTP bind | Rac1 wt GTP bind | ABCB1 block | HRas wt GTP bind | Rab2 wt GTP | Pf gamet viab | Mcl1-Noxa inh | Rab7 wt GTP bind | Cdc42 wt
COc1cc(OC)cc(N(C(=O)C2COc3ccccc3O2)C(C(=O)NC2CCCCC2)c2ccc(O)cc2)c1 (stereo not given) | 15 | 5.9 | 97.0 | 101.0 | 1.3 | 100.0 | 98.0 | 13.2 | 6.0 | 97.0 | 99.0
O=S(=O)(c1cccc(NC(=S)Nc2ccc(Br)cc2Cl)c1)N1CCOCC1 | 11 | 0.3 | 96.0 | 96.0 | -0.8 | 101.0 | 96.0 | nt | 31.3 | 96.0 | 99.0
O=C(CSc1nc2ccccc2c(=O)n1-c1ccccc1)N1CCc2ccccc21 | 16 | 12.3 | 98.0 | 103.0 | 0.7 | 100.0 | 99.0 | -31.8 | -36.6 | 101.0 | 104.0
CCCCN(CC)C(=O)c1n[nH]c(=O)c2ccccc12 | 36 | 0.9 | 98.0 | 101.0 | 0.3 | 101.0 | 99.0 | 10.0 | -5.4 | 102.0 | 101.0
Cc1c(Cc2ccc3c(c2)OCO3)sc(NC(=O)C(C)(C)C)c1C#N | 9 | -3.1 | 98.0 | 100.0 | -2.1 | 97.0 | 97.0 | nt | 3.5 | 99.0 | 96.0
Cn1c(-c2ccccc2)c[n+]2c1-c1ccccc1C2 | 11 | 9.2 | 99.0 | 98.0 | 0.5 | 99.0 | 98.0 | nt | 8.1 | 97.0 | 101.0
CC(C)(C)c1ccc(/C=C/C(=O)N2CCN(c3ncccn3)CC2)cc1 | 14 | 7.3 | 99.0 | 101.0 | 0.2 | 101.0 | 98.0 | 4.4 | 16.6 | 99.0 | 98.0
CCCNC(=O)CS(=O)(=O)Cc1nc(-c2cccc(OC)c2)oc1C | 7 | 4.4 | 101.0 | 102.0 | 1.1 | 98.0 | 99.0 | nt | 18.2 | 96.0 | 100.0
O=C(CSc1nnc2ccc(-c3cccnc3)nn12)Nc1ccc(F)cc1F | 9 | 1.6 | 95.0 | 99.0 | 0.2 | 93.0 | 99.0 | 0.1 | 18.0 | 104.0 | 102.0
O=C(Nc1cccnc1)Nc1ccccc1Cl | 7 | 6.0 | 98.0 | 102.0 | 0.9 | 100.0 | 99.0 | -18.3 | 18.0 | 98.0 | 98.0
CCC(=O)N/N=C(\C)CC(=O)Nc1ccccc1-c1ccccc1 | 13 | 3.6 | 99.0 | 105.0 | -1.3 | 100.0 | 101.0 | -4.9 | 4.5 | 102.0 | 104.0
CCC(CC)C(=O)Nc1cc(C(=O)NCCc2ccccc2)ccc1Cl | 10 | 5.3 | 100.0 | 101.0 | 0.8 | 101.0 | 101.0 | nt | -15.5 | 101.0 | 100.0
CN1CCC(=NNC(=O)C(=O)Nc2ccc(F)cc2)CC1 | 27 | 0.6 | 102.0 | 102.0 | 0.2 | 99.0 | 99.0 | -18.2 | 12.6 | 94.0 | 102.0
Cc1ccc2nc(-c3ccccc3)cn2c1 | 5 | 0.2 | 100.0 | 104.0 | 0.1 | 102.0 | 101.0 | nt | 18.1 | 101.0 | 105.0
CCOc1ccc(NCc2nnc(SCC(=O)Nc3cc(C)on3)n2-c2ccc(OC)cc2)cc1 | 8 | 0.6 | 100.0 | 105.0 | 0.0 | 101.0 | 103.0 | nt | 9.0 | 99.0 | 101.0
Cc1ccc(NC(=S)NNC(=O)CSc2nc3ccccc3c(=O)n2-c2ccc(C)cc2)cc1 | 10 | 0.0 | 97.0 | 102.0 | 1.4 | 99.0 | 97.0 | -17.8 | -42.2 | 98.0 | 99.0
COc1ccc(Cn2c(-c3ccc(Cl)cc3)c[n+]3ccccc23)cc1 | 8 | 12.8 | 99.0 | 105.0 | 0.6 | 99.0 | 99.0 | nt | -0.4 | 97.0 | 105.0
COC(=O)c1ccc(NC(=O)c2ccc(C)cc2)o1 | 10 | 4.5 | 101.0 | 106.0 | -0.7 | 101.0 | 104.0 | -3.9 | 16.8 | 104.0 | 103.0
Cc1ccccc1N(CC(=O)N/N=C/c1ccc(F)cc1)C(=O)c1ccccc1 | 14 | 12.4 | 98.0 | 101.0 | 1.4 | 98.0 | 101.0 | nt | 5.6 | 102.0 | 98.0
Cc1c(NC(=S)NC(=O)c2ccco2)c(=O)n(-c2ccccc2)n1C | 12 | -1.9 | 100.0 | 102.0 | -0.1 | 101.0 | 102.0 | nt | 12.2 | 104.0 | 102.0
CCN(CC(=O)NC1CCS(=O)(=O)C1)S(=O)(=O)c1ccc(C)cc1C (stereo not given) | 2 | 7.0 | 106.0 | 111.0 | 1.4 | 104.0 | 98.0 | -13.2 | -1.5 | 104.0 | 110.0
CCOc1ccc(CNC(=O)CCS(=O)(=O)Cc2ccccc2C)cc1OC | 17 | 5.5 | 97.0 | 95.0 | 2.9 | 98.0 | 98.0 | 5.0 | 7.6 | 100.0 | 94.0
Cc1c(CN2CCc3c([nH]c4ccccc34)C2CC(C)C)cnn1C (stereo not given) | 10 | 1.2 | 96.0 | 102.0 | 0.8 | 98.0 | 99.0 | -16.6 | -3.6 | 99.0 | 98.0
Cc1ccc(CSc2nc3c(cc2C#N)CCC3)cc1 | 14 | 4.9 | 102.0 | 109.0 | 1.0 | 107.0 | 108.0 | nt | -47.0 | 96.0 | 112.0
C=CCNC(=O)COC(=O)COc1ccc(Cl)cc1C | 11 | 0.9 | 99.0 | 106.0 | -0.7 | 105.0 | 101.0 | nt | -12.5 | 103.0 | 104.0
N#Cc1ccc(NC(=O)CCc2ccc(S(=O)(=O)N3CCOCC3)cc2)cc1 | 5 | 0.4 | 97.0 | 100.0 | 0.0 | 98.0 | 99.0 | 0.0 | 3.4 | 102.0 | 97.0
Cc1ccccc1NC(=O)COC(=O)/C=C/c1cn(-c2ccccc2)nc1-c1cccnc1 | 13 | 5.3 | 99.0 | 105.0 | 2.3 | 101.0 | 102.0 | nt | -0.3 | 98.0 | 104.0
COc1ccc(CCNC(=O)c2ccc(=O)[nH]n2)cc1OC | 7 | -2.9 | 96.0 | 105.0 | -2.1 | 98.0 | 97.0 | -24.5 | 2.3 | 99.0 | 96.0
CCOc1ccc(C(=O)c2cccs2)cc1 | 37 | 53.0 | 100.0 | 110.0 | 1.7 | 102.0 | 100.0 | nt | -11.7 | 100.0 | 107.0
CCN(CC)C(=O)Cc1cn(C)c2ccccc12 | 9 | 3.3 | 98.0 | 100.0 | 0.2 | 102.0 | 102.0 | -21.3 | 5.5 | 107.0 | 99.0

3 structures out of the list, ordered by number of heavy atoms, largest number first.
SMILES | Avidin bead fluor | ABCG2 inh | Rac1 act GTP bind | Rac1 wt GTP bind | ABCB1 block | HRas wt GTP bind | Rab2 wt GTP | Pf gamet viab | Mcl1-Noxa inh | Rab7 wt GTP bind | Cdc42 wt
CCOc1ccc(CNC(=O)CCS(=O)(=O)Cc2ccccc2C)cc1OC | 17 | 5.5 | 97.0 | 95.0 | 2.9 | 98.0 | 98.0 | 5.0 | 7.6 | 100.0 | 94.0
C=CCNC(=O)COC(=O)COc1ccc(Cl)cc1C | 11 | 0.9 | 99.0 | 106.0 | -0.7 | 105.0 | 101.0 | nt | -12.5 | 103.0 | 104.0
Cn1c(-c2ccccc2)c[n+]2c1-c1ccccc1C2 | 11 | 9.2 | 99.0 | 98.0 | 0.5 | 99.0 | 98.0 | nt | 8.1 | 97.0 | 101.0

Additional entries:
SMILES | Avidin bead fluor | ABCG2 inh | Rac1 act GTP bind | Rac1 wt GTP bind | ABCB1 block | HRas wt GTP bind | Rab2 wt GTP | Pf gamet viab | Mcl1-Noxa inh | Rab7 wt GTP bind | Cdc42 wt
OCCC1CN(Cc2ccn[nH]2)CCN1Cc1ccc(F)c(F)c1 (stereo not given) | 2 | 10.8 | 96.0 | 99.0 | 3.2 | 99.0 | 98.0 | 8.6 | 10.4 | 106.0 | 99.0
CC1CCCC(C)N1C(=O)COc1ccc(-c2nnco2)cc1 (stereo not given) | 7 | 3.4 | 98.0 | 101.0 | -2.1 | 102.0 | 102.0 | nt | -1.7 | 97.0 | 101.0
Nc1ncnc(NNC(=O)CNC(=O)c2c(F)cccc2Cl)c1[N+](=O)[O-] | 7 | 2.3 | 98.0 | 100.0 | 1.6 | 98.0 | 98.0 | -7.7 | -23.3 | 103.0 | 96.0
COc1cc(C(=O)NC(CCSC)C(=O)OCc2cc([N+](=O)[O-])cc3c2OCOC3)cc(OC)c1OC (stereo not given) | 9 | 24.7 | 99.0 | 99.0 | 58.4* | 100.0 | 101.0 | nt | 10.9 | 105.0 | 99.0
C=C(C)CNC(=S)/N=c1\scc(C)n1CC | 25 | -1.1 | 94.0 | 98.0 | -0.5 | 96.0 | 96.0 | -4.3 | 8.2 | 89.0 | 99.0
CC1CN(S(=O)(=O)c2cccc(C(=O)NN3CCN(C)CC3)c2)CC(C)O1 (stereo not given) | 22 | -6.1 | 100.0 | 102.0 | 0.0 | 98.0 | 99.0 | nt | 2.0 | 98.0 | 100.0
O=Cc1nc(-c2ccccc2Cl)n2ccccc12 | 4 | 2.1 | 95.0 | 97.0 | 0.6 | 97.0 | 96.0 | -4.7 | 3.0 | 97.0 | 97.0
COc1ccc(N2CCN(C(c3cc4ccc(C)cc4[nH]c3=O)c3nnnn3C3CCCC3)CC2)cc1 (stereo not given) | 11 | 1.6 | 96.0 | 103.0 | 1.1 | 101.0 | 102.0 | -9.8 | 14.5 | 103.0 | 100.0
O=C(Cc1cccs1)NCc1cccc(CNC(=O)Cc2cccs2)c1 | 22 | -0.5 | 96.0 | 98.0 | -0.4 | 97.0 | 99.0 | -3.0 | -5.5 | 100.0 | 98.0
COc1ccc2cc(Br)ccc2c1CC(=O)NC(C)C | 8 | 2.0 | 96.0 | 95.0 | 0.8 | 93.0 | 96.0 | -2.6 | 13.0 | 93.0 | 96.0
O=C(CSc1nnc(-c2ccc(O)cc2)n1Cc1ccco1)c1cccs1 | 5 | -0.1 | 98.0 | 99.0 | 0.0 | 101.0 | 100.0 | 1.6 | -20.4 | 101.0 | 101.0
COc1ccc(N2CCN(C(CNC(=O)OCc3ccccc3)c3ccco3)CC2)cc1 (stereo not given) | 13 | 22.8 | 99.0 | 103.0 | 2.9 | 100.0 | 98.0 | 2.3 | 38.5 | 100.0 | 97.0
